Screens deposited in PubChem BioAssay by several laboratories.
TR-FRET SRC-2 ct – TR-FRET signal artefacts, primary screen, artefact control for PPARgamma SRC-2 agonist project, biochemical. TR-FRET artefact counter-screen; hits give high values. TR-FRET ratio at 8 µM. hit rate 0.4% among 200,000; in the data active = TR-FRET ratio above about 2000; also: inactives centre near 1500
PPARg SRC3 recr – PPARgamma agonists recruiting SRC-3 coactivator, primary screen, biochemical; Peroxisome proliferator-activated receptor gamma (Homo sapiens), P37231; activation, % at 8 µM; hit rate 0.26% among 200,000; biochemical PPARgamma/SRC-3 coactivator recruitment assay; in the data active = activation above about 23%;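 also: 0% = DMSO and 100% = reference agonist; some compounds past the cut are filed as inactive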
Target sequence (P37231 whole entry, looked up): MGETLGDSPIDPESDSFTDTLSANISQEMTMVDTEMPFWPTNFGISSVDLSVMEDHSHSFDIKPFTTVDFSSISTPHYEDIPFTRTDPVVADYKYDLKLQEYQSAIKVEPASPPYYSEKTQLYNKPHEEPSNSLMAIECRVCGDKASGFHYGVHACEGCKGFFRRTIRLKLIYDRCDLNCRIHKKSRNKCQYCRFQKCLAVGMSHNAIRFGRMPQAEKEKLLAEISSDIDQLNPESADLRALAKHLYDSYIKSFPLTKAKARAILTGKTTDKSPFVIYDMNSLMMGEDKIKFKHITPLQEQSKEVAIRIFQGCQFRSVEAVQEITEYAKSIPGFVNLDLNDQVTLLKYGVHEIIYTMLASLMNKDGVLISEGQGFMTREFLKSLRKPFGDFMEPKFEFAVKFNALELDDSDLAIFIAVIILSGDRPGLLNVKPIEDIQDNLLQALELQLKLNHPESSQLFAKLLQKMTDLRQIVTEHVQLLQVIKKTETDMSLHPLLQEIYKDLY
TLR4 MyD88 comp – inhibitors of TLR4-MyD88 association in cells, primary screen, cell-based, HeLa CL3-4, BLA complementation, FRET ratio | HeLa CL3-4 TLR4/MyD88 BLA complementation | inhibition, % at 8.4 µM | AID 861, 2007 | Toll-like receptor 4 (Homo sapiens) + Myeloid differentiation primary response protein … | hit rate 0.18% among 200,000; in the data active = inhibition above about 25%;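 also: 0% = vehicle and 100% = reference inhibitor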
L major viab – Leishmania major promastigote growth inhibition, primary screen. inhibition, % at 10 µM. AID 1063, 2008. hit rate 9% among 200,000. Leishmania major promastigotes, resazurin fluorescence viability; in the data active = inhibition above about 50%;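 also: promastigotes grown with compound for 44 hours at 28 °C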
bIAP activator – bovine intestinal alkaline phosphatase activators, primary screen, biochemical, bovine IAP, CDP-star luminescence | alkaline phosphatase, intestinal [Bos taurus] | purified bovine IAP, 30 min; hits give high values; fold of DMSO-control signal, blank-subtracted | activation factor at 20 µM | hit rate 0.17% among 200,000 | AID 1016, 2008;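 active = activation factor of 2 or more at 20 µM, a signal rise over negative controls twice the positive control's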
DTT redox prof – compounds producing H2O2 with reducing agent – biochemical, NIH compound library profiling, artefact control for MLSCN library redox annotation, primary screen. DTT-dependent redox cycling H2O2, phenol red/HRP absorbance; 100% = 100 µM peroxide control, 0% = buffer. activation, % at 10 µM. hit rate 0.03% among 200,000;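 active = activation of at least 50% relative to the plate's high and low controls in the primary single-dose screen; inactive = activation below 50%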;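 also: compound incubated with DTT at 0.8 mM final as the reducing agent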
S1P3 antagonist – S1P3 receptor antagonists, primary screen, cell-based | CHO S1P3 NFAT-BLA reporter, FRET fluorescence, antagonist mode | inhibition, % at 4.98 µM | AID 485, 2006 | hit rate 0.27% among 170,000;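 active = inhibition above the plate cutoff, the mean inhibition of test wells on that plate plus 3 SD, cut at about 28% in these data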;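 also: cells challenged with S1P at its EC80 of 0.8 µM; blue over green emission ratio from cleaved BLA substrate after 4 h stimulation; 0% = S1P-stimulated wells and 100% = unstimulated DMSO-only wells; some compounds past the cut are filed as inactive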
ROMK mod – ROMK potassium channel modulators, primary screen, cell-based, thallium flux, MLSMR library; ATP-sensitive inward rectifier potassium channel 1 (Homo sapiens), P48048; Tet-inducible ROMK, thallium flux fluorescence; actives lie on both sides; B-score at 10 µM; hit rate 2% among 130,000; AID 1918, 2009;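 active = signal ratio slope over the read window, or its plate-corrected B-score, at least 3 SD from the plate mean, either direction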;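 also: B-score of the F/F0 ratio slope over 7 to 12 s after thallium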
Target sequence (P48048 whole entry, looked up): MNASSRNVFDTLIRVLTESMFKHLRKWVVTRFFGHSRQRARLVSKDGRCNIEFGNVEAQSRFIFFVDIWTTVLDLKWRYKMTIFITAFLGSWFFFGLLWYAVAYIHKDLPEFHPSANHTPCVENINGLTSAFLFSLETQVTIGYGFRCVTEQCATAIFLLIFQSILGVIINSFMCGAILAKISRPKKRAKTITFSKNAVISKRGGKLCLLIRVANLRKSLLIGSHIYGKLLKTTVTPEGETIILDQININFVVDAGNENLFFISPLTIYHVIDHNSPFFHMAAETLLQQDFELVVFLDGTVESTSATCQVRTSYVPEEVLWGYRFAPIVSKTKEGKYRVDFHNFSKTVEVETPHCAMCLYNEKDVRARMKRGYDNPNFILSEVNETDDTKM
PPARg SRC1 recr – PPARgamma agonists recruiting SRC-1 coactivator, primary screen, biochemical; Peroxisome proliferator-activated receptor gamma (Homo sapiens), P37231; PPARgamma-SRC-1 coactivator recruitment biochemical assay; activation, % at 8 µM; hit rate 0.41% among 200,000; AID 631, 2007; in the data active = activation above about 19%;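 also: 0% = DMSO and 100% = reference agonist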
bIAP inh – bovine intestinal alkaline phosphatase inhibitors, primary screen, selectivity assay for TNAP inhibitor project, biochemical, bovine IAP, CDP-star luminescence; alkaline phosphatase, intestinal [Bos taurus]; purified bovine IAP, 30 min; inhibition, % at 20 µM; 190,000 tested, under 10 active; AID 1019, 2008;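 active = over 50% inhibition of intestinal alkaline phosphatase at 20 µM in the single-dose screen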
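Assay system – bovine IAP enzyme · Quantity – bovine IAP at 1/65,000,000 final dilution · Detection – CDP-star luminescence signal · Times – 30 min reaction at room temperature · Also added – CDP-star substrate at 30 µM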
PPARg SRC-2 ag – agonists of PPARg-SRC-2 recruitment, primary screen, biochemical, HTS; Peroxisome proliferator-activated receptor gamma (Homo sapiens), P37231; PPARgamma LBD-SRC-2 recruitment; activation, % at 8 µM; hit rate 0.34% among 200,000; in the data active = activation above about 22%;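 also: 0% = vehicle and 100% = reference agonist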
* = called active by the depositor; x = not tested or not shown.

#1 COc1ccccc1NC(=S)N(Cc1ccc(Cl)cc1)CC1CCC(C(=O)O)CC1 (stereo not given)
#2 COc1cc(NS(=O)(=O)c2ccc(N/C=C(\C#N)c3nc4cc(Cl)ccc4o3)cc2)nc(OC)n1
#3 COc1ccc(Cn2nc(C)n(N(C)c3ncc(C(F)(F)F)cc3Cl)c2=O)cc1
#4 Cc1cc(C)cc(-n2ccnc2SCC(=O)O)c1
#5 CC1CCCCC1NC(=O)COC(=O)c1ccccc1NC(=O)c1ccco1 (stereo not given)
#6 COc1cccc(S(=O)(=O)N2CCN(c3ccccc3F)CC2)c1
#7 CCNC(=O)C1CC(=O)N(Cc2ccc3c(c2)OCO3)C(=Nc2ccc(F)cc2)S1 (stereo not given)
#8 C=CCc1ccc(OCC(O)CN2CCN(Cc3ccc(Cl)cc3)CC2)c(OC)c1 (stereo not given)
assay / entry,1,2,3,4,5,6,7,8
TR-FRET SRC-2 ct,1603,1457,1486,1676,1580,1375,1534,1583
PPARg SRC3 recr,-0.4,3.8,-0.9,-1.7,-1.0,10.7,-2.2,-4.2
TLR4 MyD88 comp,-3.9,-3.4,1.9,-0.5,-4.5,2.3,11.6,0.1
L major viab,-0.6,-6.8,98.7*,13.5,-0.1,-6.0,-1.7,93.1*
bIAP activator,1,1.1,1.1,1.1,1.1,0.7,0.9,1
DTT redox prof,-0.6,-1.7,0.2,-0.5,0.1,-0.4,-0.2,0.0
S1P3 antagonist,-5.3,x,x,-32.0,x,x,12.6,4.6
ROMK mod,0.182,0.604,-0.00651,0.00765,0.501,-1.4,x,-1.94
PPARg SRC1 recr,14.8,0.3,-3.3,-3.1,-2.1,-1.1,-7.5,-3.3
bIAP inh,-2.9,-8.9,-5.7,-8.6,-12.4,27.4,8.2,4.1
PPARg SRC-2 ag,0.9,-0.1,6.2,-8.5,-1.9,7.4,-8.4,2.3

#9 O=C(Nc1ccccc1)C1=C[C@@H](c2ccc(Br)cc2)C[C@@H](OCc2ccc(CO)cc2)O1
#10 FC(F)(F)c1cnc(Nc2ccc(N3CCOCC3)cc2)c(Cl)c1
#11 Cn1c(C(=O)O)c(CC(=O)Nc2ccc(F)cc2F)c2ccccc21
#12 OCCNCCCCOc1cccc(Br)c1
#13 Cc1cc(C)n2c(SCC(=O)Nc3ccccc3)nnc2n1
#14 CC(C)(C)c1[nH]ncc1[N+](=O)[O-]
#15 CC(CN1CCCCC1)NC(=O)c1cc(-c2ccccn2)nc2ccc(Cl)cc12 (stereo not given)
#16 CC(C)(C)NNC(=S)Nc1ccc(S(=O)(=O)N2CCOCC2)cc1
assay / entry,9,10,11,12,13,14,15,16
TR-FRET SRC-2 ct,1614,1633,1333,1624,1696,1902,1346,1776
PPARg SRC3 recr,3.2,3.7,-1.2,-1.4,5.1,2.0,-0.2,1.0
TLR4 MyD88 comp,-8.0,-10.9,4.2,-9.2,6.3,5.8,12.8,-18.5
L major viab,56.1*,17.0,-3.3,88.5*,-4.9,-7.5,9.5,-0.5
bIAP activator,1,1,0.9,1,0.9,1,1,0.9
DTT redox prof,0.2,2.1,2.8,-0.3,-2.0,0.2,-0.6,-0.9
S1P3 antagonist,-2.8,-7.6,-14.5,3.4,-13.5,-10.1,-1.1,-21.2
ROMK mod,x,x,x,0.0471,x,0.152,0.337,-0.626
PPARg SRC1 recr,14.8,-0.8,-5.3,-3.3,0.2,3.0,-5.4,8.4
bIAP inh,-0.2,3.2,7.3,1.7,5.1,-4.5,0.8,14.9
PPARg SRC-2 ag,8.5,18.7,-7.8,1.3,2.4,7.1,-0.5,19.1

#17 CCCCN(C(=O)c1ccco1)c1nnc(-c2cc(OC)c(OC)c(OC)c2)s1
#18 O=C(O)C1Nc2c(O)cc(Cl)c([N+](=O)[O-])c2C2C=CCC12 (stereo not given)
#19 O=C(N/N=C/c1ccco1)C1CC1(c1ccccc1)c1ccccc1 (stereo not given)
#20 CCOC(=O)c1ccc[n+](C(C)C(=O)c2ccc(-c3ccccc3)cc2)c1 (stereo not given)
#21 COc1ccc(N(CC(=O)Nc2ccccc2C(=O)N2CCOCC2)S(=O)(=O)c2ccc(F)cc2)cc1
#22 COc1cc(OC)cc(-c2cc3nc(C4CCN(C(=O)OC(C)(C)C)CC4)cc(=O)n3[nH]2)c1
#23 CN(C)/C=C/c1c(C#N)c(=O)ncn1Cc1ccccc1
#24 O=C1CCCc2c1nn(-c1ccccc1)[n+]2[O-]
assay / entry,17,18,19,20,21,22,23,24
TR-FRET SRC-2 ct,1353,1545,1664,1722,1451,1399,1547,1688
PPARg SRC3 recr,-1.7,3.2,-2.8,4.3,3.9,13.1,5.2,0.8
TLR4 MyD88 comp,-12.3,-1.6,-2.4,1.0,10.7,7.8,0.3,-0.5
L major viab,-7.1,-9.6,8.7,-7.2,-3.6,-7.8,-12.2,-5.9
bIAP activator,1,0.8,0.9,1,1,1,1,0.9
DTT redox prof,4.5,0.3,0.2,-0.2,0.1,0.1,2.0,0.6
S1P3 antagonist,x,-13.4,3.2,-6.5,3.3,x,-0.3,-1.3
ROMK mod,x,2.12,-0.131,-0.543,x,1.28,x,0.28
PPARg SRC1 recr,5.6,2.6,2.1,3.0,0.5,5.1,4.7,3.7
bIAP inh,0.2,16.9,7.4,3.7,4.2,-2.3,3.3,10.7
PPARg SRC-2 ag,1.8,4.2,0.8,8.3,-5.0,6.4,-9.7,-5.5

#25 CCCS(=O)(=O)c1c(S(=O)(=O)CCC)c2c(N)cccn2c1C(=O)c1ccccc1
#26 CCOC(=O)c1sc(NC(=O)/C=C/c2cnn(C)c2C)c(C(=O)OC(C)C)c1C
#27 CC(=O)NC(C)C(=O)OCc1ccc(Cl)cc1Cl (stereo not given)
#28 CSCCC(NC(=O)c1ccccc1)c1nc(-c2ccccc2)no1 (stereo not given)
#29 O=C1CN(CC(=O)Nc2cccc(Cl)c2Cl)c2ccccc2N1
#30 Cc1cc(F)ccc1S(=O)(=O)N1CCCOC1CNC(=O)C(=O)NCCc1c[nH]c2ccccc12 (stereo not given)
#31 N#Cc1c(NC(=O)C2CC(c3c(F)cccc3Cl)=NO2)sc2c1CCC2 (stereo not given)
#32 COc1ccc(S(=O)(=O)N(C)CC(=O)Nc2ccc(C(N)=O)cc2)cc1OC
assay / entry,25,26,27,28,29,30,31,32
TR-FRET SRC-2 ct,1588,1427,1546,1566,1434,1704,1605,1501
PPARg SRC3 recr,7.4,-2.1,1.8,-7.7,-0.8,2.4,-2.0,-2.5
TLR4 MyD88 comp,-6.8,3.5,0.7,2.0,-15.3,-5.8,-15.5,-1.5
L major viab,46.0,0.0,-5.2,14.9,-1.0,32.9,63.8*,-1.8
bIAP activator,1,0.9,1,0.9,1.1,0.7,0.9,0.9
DTT redox prof,0.1,-3.8,2.0,-1.6,-0.3,-0.1,0.3,-0.7
S1P3 antagonist,x,x,-3.3,30.9,12.4,-0.7,-2.9,-8.5
ROMK mod,-3.03,-0.519,x,x,-0.819,-0.0737,-0.373,0.0406
PPARg SRC1 recr,-0.6,-4.3,1.6,13.8,-3.0,1.0,-0.9,8.8
bIAP inh,3.2,6.2,3.1,7.1,-7.5,32.4,13.6,6.3
PPARg SRC-2 ag,9.6,-1.8,1.2,9.0,2.1,11.4,-3.9,3.8

#33 CCN(CC)S(=O)(=O)c1cccc(-c2nnc(SCC(=O)NC)n2N)c1
#34 Cc1ccccc1NC(=S)N1CCN(Cc2ccccc2)CC1
#35 Cc1c(C(=O)C(=O)N2CC=C(c3ccccc3)CC2)c2ccccc2n1C
#36 CCN(CC)c1ccc(NC(=O)c2ccccc2OCC(=O)OC)cc1
#37 COc1ccc(OC)c(/C=N/NC(=O)C(=O)NCc2cccnc2)c1
#38 CC(=O)N/C(=C/c1ccc2c(c1)OCO2)C(=O)NCc1ccccc1
#39 CCNC(=S)NCc1ccc(F)cc1
#40 O=C1NCCCC1C(=O)Nc1ccccn1 (stereo not given)
#41 COc1ccccc1-n1nc(C(=O)NCc2ccco2)c2ccccc2c1=O
#42 Cc1ccc(NC(=O)CSCC(=O)N2c3ccccc3CCc3ccccc32)cc1
#43 CCCc1cc(C(=O)Cc2ccc(C(=O)OCC)o2)c(O)cc1O
assay / entry,33,34,35,36,37,38,39,40,41,42,43
TR-FRET SRC-2 ct,1646,1650,1551,1626,1574,1610,1495,1689,1613,1475,1455
PPARg SRC3 recr,4.6,2.9,-7.0,6.9,0.0,0.5,4.5,5.5,-3.0,10.2,4.3
TLR4 MyD88 comp,1.9,12.1,5.2,-4.6,11.7,-11.4,16.6,11.6,18.2,-13.5,4.5
L major viab,-7.1,-3.4,-0.4,-4.7,-1.4,-4.1,0.0,0.6,4.7,66.5*,-5.2
bIAP activator,1.1,0.9,1,1.3,1.1,1.2,0.9,0.9,1,1.1,1
DTT redox prof,0.1,-0.5,0.5,-0.9,-1.1,-0.7,-0.5,0.2,-2.6,-1.5,2.2
S1P3 antagonist,0.3,-3.1,1.1,-7.9,-15.1,5.5,-23.9,-8.2,13.3,x,-11.4
ROMK mod,x,0.294,x,0.712,x,0.286,-0.121,0.467,x,0.0433,x
PPARg SRC1 recr,14.7,3.0,-1.6,8.8,1.6,-7.9,-2.2,4.3,0.6,0.1,5.5
bIAP inh,-13.0,9.9,3.3,-25.4,-5.7,-24.8,9.5,7.9,-0.8,-7.6,-2.3
PPARg SRC-2 ag,5.4,10.7,-6.3,10.6,6.6,-2.8,11.7,5.5,-4.5,6.1,-1.1

Part of the list above, showing only DTT redox prof and ROMK mod:
item	SMILES	DTT redox prof	ROMK mod
41	COc1ccccc1-n1nc(C(=O)NCc2ccco2)c2ccccc2c1=O	-2.6	x
37	COc1ccc(OC)c(/C=N/NC(=O)C(=O)NCc2cccnc2)c1	-1.1	x
42	Cc1ccc(NC(=O)CSCC(=O)N2c3ccccc3CCc3ccccc32)cc1	-1.5	0.0433
38	CC(=O)N/C(=C/c1ccc2c(c1)OCO2)C(=O)NCc1ccccc1	-0.7	0.286
43	CCCc1cc(C(=O)Cc2ccc(C(=O)OCC)o2)c(O)cc1O	2.2	x
